XiGFP reactiv: X-chromosome reactivation activator | XiGFP mouse fibroblasts, % GFP-positive cells imaging, 3 d; cells co-treated with 5-aza-dC sensitizer; scaled so ellipticine positive control = 100% | 360,000 compounds, 0.055% hits | activation, % at 7.58 µM;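 active = mean normalized replicate activation at least 10% and every replicate at or above 10%; inconclusive = only one of the two criteria met; inactive = mean below 10% and not all replicates reach 10%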;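 also: 0% = median of on-plate neutral control wells and 100% = ellipticine 6 µM median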
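Material: SV40-immortalized XiGFP fibroblast cells, line 68-5-11 | Buffer or medium: DMEM containing 5-aza-dC | Dosing: One concentration, pinned | Times: 3 d treatment, 15 min room-temperature fixation | Controls: Ellipticine 6 µM positive control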
F508del corr: CFTR F508del correction in bronchial cells; CFBE cells, YFP halide quenching; stimulated with forskolin plus potentiator P3; % fluorescence drop versus neutral controls; activity (quench increase), % at 7.58 µM; 350,000 compounds, 0.36% hits;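 active = mean added fluorescence quench of at least 8% versus neutral control, with both replicates also reaching 8%; inconclusive = only one of the mean or replicate conditions met; inactive = mean below 8% and not both replicates reaching 8%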;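 also: cells transiently co-express mutant CFTR-F508del with the halide-sensitive YFP; corrector assay measuring rescue of mutant channel to the surface after 24 h compound exposure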
RAD54 inh: inhibitors of human RAD54 branch migration; 360,000 compounds, 0.14% hits; RAD54 Holliday junction branch migration, FAM/BHQ fluorescence; AID 602329; inhibition, % at 10.4 µM;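 active = mean normalized replicate activity at least 40 and at least half of replicates scoring 40 or more; inconclusive = only one of the two criteria met; inactive = mean below 40 and under half of replicates reaching 40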;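 also: 0% = median of neutral control wells and 100% = median of positive control wells; inhibitors cause a drop in the FAM fluorescence signal; in these data hits start at about 50%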
Target sequence (Q92698 whole entry, looked up): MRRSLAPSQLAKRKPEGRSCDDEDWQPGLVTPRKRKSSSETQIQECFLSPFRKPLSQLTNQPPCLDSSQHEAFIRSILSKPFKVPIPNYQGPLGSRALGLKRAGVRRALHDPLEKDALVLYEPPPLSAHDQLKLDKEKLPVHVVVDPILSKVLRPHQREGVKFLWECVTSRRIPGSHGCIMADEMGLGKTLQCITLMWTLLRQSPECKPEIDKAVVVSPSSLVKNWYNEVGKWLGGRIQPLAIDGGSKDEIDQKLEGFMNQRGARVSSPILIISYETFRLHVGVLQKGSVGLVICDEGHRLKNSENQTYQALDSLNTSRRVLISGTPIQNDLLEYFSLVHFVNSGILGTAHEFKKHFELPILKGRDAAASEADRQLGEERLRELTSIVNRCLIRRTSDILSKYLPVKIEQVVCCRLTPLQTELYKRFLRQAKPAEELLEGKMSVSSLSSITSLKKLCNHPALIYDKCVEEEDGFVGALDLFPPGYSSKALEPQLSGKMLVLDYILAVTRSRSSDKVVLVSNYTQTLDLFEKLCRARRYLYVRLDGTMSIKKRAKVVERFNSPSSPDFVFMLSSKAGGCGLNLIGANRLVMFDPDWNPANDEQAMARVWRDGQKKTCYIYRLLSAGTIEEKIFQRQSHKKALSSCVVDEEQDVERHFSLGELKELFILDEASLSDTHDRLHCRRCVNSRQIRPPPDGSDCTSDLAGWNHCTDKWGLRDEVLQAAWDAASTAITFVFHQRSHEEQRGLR
E-selectin induc: induces E-selectin expression in human endothelial cells. AID 686992. activation, % at 7.58 µM. 260,000 compounds, 0.37% hits. HUVEC E-selectin immunofluorescence imaging; normalized: neutral wells 0, TNF-alpha wells 100;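 active = mean E-selectin-positive cell signal at least 10% of the positive control, reached in at least 60% of replicates, without over 20% cell loss; inconclusive = no rule given, readout overlaps actives, possibly toxicity-flagged; inactive = the rest, including those meeting only one limit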;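 also: in these data hits start at about 27%; measured in HUVEC primary endothelial cells; signal is the percent of cells scored E-selectin positive by PE staining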
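Read-out basis: % PE-positive cells; Test system: HUVEC primary endothelial cells; Technique: immunofluorescence imaging; Dosing: single-point compound dose.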
RAD52 inh: RAD52 (human) annealing inhibition. P43351. recombinant RAD52 DNA annealing, FRET fluorescence. inhibition, % at 18.7 µM. 360,000 compounds, 0.46% hits. AID 651710;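 active = every replicate showing at least 50% inhibition; inconclusive = mean inhibition at least 50% but not in every replicate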
CASP6 VEID inh: blocks human caspase-6 cleavage activity; purified caspase-6, Z-VEID-R110 cleavage fluorescence; inhibition, % at 12.5 µM; 350,000 compounds, 0.53% hits; AID 686996;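 active = mean inhibition across replicates at least about 35%, with every replicate also reaching that limit, limit read from the data; inconclusive = only one of the two criteria met; inactive = neither criterion met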;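 also: 0% = median of neutral control wells and 100% = no fluorescence left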
Target sequence (P55212 24-179 limits assumed): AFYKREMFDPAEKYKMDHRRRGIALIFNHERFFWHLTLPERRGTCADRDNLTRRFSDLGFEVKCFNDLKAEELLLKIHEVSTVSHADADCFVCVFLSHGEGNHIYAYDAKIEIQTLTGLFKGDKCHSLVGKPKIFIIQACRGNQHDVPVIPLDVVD
Target sequence (P55212 194-293 limits assumed): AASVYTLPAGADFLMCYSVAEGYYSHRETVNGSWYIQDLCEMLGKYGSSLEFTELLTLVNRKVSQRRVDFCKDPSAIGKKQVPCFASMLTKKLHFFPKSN
GSIS activator: primary screen for activators of insulin secretion dependent on glucose, INS-1E cells, GLuc reporter luminescence; INS-1E GLuc reporter insulin secretion, 2-3 h; activation, % at 16.6 µM; 370,000 compounds, 0.61% hits; AID 743287;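 active = lowest replicate activation of at least 40%, so every replicate reaches that level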;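 also: 0% = median of neutral control wells and 100% = median of IBMX positive control wells; some compounds called inactive have numbers as strong as hits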
DENV2 CPE: DENV2-induced cell death inhibition. DENV2-infected cells, cytopathic effect rescue, plate reader. CPE inhibition, % at 9.99 µM. 350,000 compounds, 1.7% hits; in the data active = CPE inhibition above about 20%, passing the limit was not always enough; inconclusive = no clear call, values can overlap the other calls; tested in BHK-21 cells;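 also: 0% = median of neutral control wells and 100% = median of positive control wells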
Starred values were filed as active, the others as inactive; i = inactive; ? = inconclusive; . = no result given.

SMILES	XiGFP reactiv	F508del corr	RAD54 inh	E-selectin induc	RAD52 inh	CASP6 VEID inh	GSIS activator	DENV2 CPE
OCCC1CN(C2CCSCC2)CCN1C1CCCC1 (stereo not given)	-0.1	0.6	.	-0.1	-8	-5	3	-6
CC(C)C#Cc1ccc([C@H]2[C@H]3CN(C(=O)Nc4ccccc4)CCCCN3[C@H]2CO)cc1	0.1	6.0	0	0.5	12	-4	-11	3
CCOC(=O)CN(C(=O)COc1ccc2c(C)cc(=O)oc2c1)c1ccc(OCC)cc1	0.2	2.7	.	-0.1	-18	-1	15	-3
O=C(CN1C(=O)C2C3CCC(C3)C2C1=O)Oc1ccc2ccccc2c1 (stereo not given)	0.0	.	.	.	-5	0	-20	2
O=[N+]([O-])c1ccc2c(c1)OCCOCCOCCOCCOCCOCCO2	0.0	-5.1	.	0.1	-12	.	-2	1
COc1cc(OC)nc(Oc2ccccc2C(=O)Oc2ccc(F)cc2Cl)n1	.	-2.3	5	.	-6	2	9	1
COc1ccc(N2C(=O)c3ccccc3NC2c2ccccc2O)cc1 (stereo not given)	0.3	-1.0	7	-1.7	-8	-2	3	-9
O=C(C[C@H]1CC[C@@H]2[C@H](COC[C@@H](O)CN2CC2CCCCC2)O1)NCc1ccc(Cl)cc1	0.0	-1.5	2	0.0	-4	2	-1	-5
C[C@@H]1CN([C@@H](C)CO)C(=O)c2cccc(NC(=O)CCCCCC(=O)Nc3ccccc3N)c2O[C@H]1CN(C)Cc1ccc(Cl)c(Cl)c1	0.5	-0.7	.	2.1	6	-1	1	-11
C[C@@H]1CN([C@@H](C)CO)C(=O)c2c(c3ccccc3n2C)-c2ccccc2CO[C@@H]1CN(C)Cc1ccc(C(F)(F)F)cc1	0.0	5.4	.	1.0	16	1	-31	-14
CC12CCC(C(=O)NNc3ccccc3)(OC1=O)C2(C)C (stereo not given)	0.3	-2.4	-10	7.1	-17	-2	-3	-2
Cc1ccc(OCC(=O)Nc2ccncc2)cc1C	-0.1	-1.6	11	-0.2	-2	-3	1	14
CCCNC(=O)N1CC(=O)N2[C@H](CO)[C@H](c3ccc(C#CCC4CCCC4)cc3)[C@@H]2C1	0.0	-1.5	.	0.1	-7	5	-26	-11
Cc1noc(C)c1NC(=O)NCC[C@@H]1CC[C@H](NC(=O)c2ccc(F)cc2)[C@H](CO)O1	-0.3	0.4	4	-0.2	-5	-92	-5	-3
O=C1CN(S(=O)(=O)c2ccccc2)C[C@@H]2[C@H](c3ccc(Br)cc3)[C@H](CO)N12	0.0	-0.9	.	-0.3	-6	-3	-4	-5
Cc1cc(NC(=O)CCCN2C(=O)c3cccnc3C2=O)ccc1Br	0.1	-0.9	.	.	-4	-2	-8	-5
Cc1ccccc1S(=O)(=O)N1CCCCN2[C@H](CO)[C@@H](c3ccc(-c4cncnc4)cc3)[C@H]2C1	0.0	-0.1	-2	-0.3	-19	1	-2	8
C[C@H](NC(=O)C[C@H]1CC[C@H](NC(=O)Nc2ccc3c(c2)OCO3)[C@@H](CO)O1)c1ccccc1	-0.3	-0.3	-1	-0.8	-11	-2	-1	-7
CCN(CC)CCN(Cc1cc2cc3c(cc2[nH]c1=O)OCCO3)C(=S)NCC1CCCO1 (stereo not given)	0.0	1.3	.	.	-8	-3	0	-3
COC(=O)c1ccc(NC(=S)NC2c3ccccc3CC2O)cc1 (stereo not given)	0.0	1.2	.	.	-2	3	-27	4
Cc1nc2ccccn2c1-c1ccnc(SCc2ccc(Cl)cc2)n1	1.5	-2.5	-3	0.2	-9	2	-3	-3
COc1ccc(NC(=O)c2ccccc2C)c(OC)c1	.	.	5	.	-14	-2	11	.
CN(C)CCCNC(=O)C[C@@H]1CC[C@H]2[C@@H](COc3ccc(NC(=O)NC4CCCC4)cc3C(=O)N2C)O1	0.2	1.5	8	0.0	4	-1	15	?
COCCCN1C(=O)C(CC(=O)NC2CCCC2)CC(C(=O)N2CCOCC2)=C1C (stereo not given)	0.0	0.2	1	-4.6	-15	-1	-4	5
COc1cccc(C2CC(=O)Nc3n[nH]c(-c4ccccc4)c32)c1OC (stereo not given)	-0.2	6.5	-5	-0.1	-12	3	-6	19

The results go on:
SMILES	XiGFP reactiv	F508del corr	RAD54 inh	E-selectin induc	RAD52 inh	CASP6 VEID inh	GSIS activator	DENV2 CPE
O=S(=O)(c1ccc(F)cc1)N1CC=C(c2ccccc2)CC1	0.2	0.5	-6	0.8	-9	-4	29	13
COc1ccc(OC)c(CCNC(=O)CCCc2nnc3n(C)c(=O)c4sccc4n23)c1	0.0	0.6	-3	.	-2	0	13	?
Cn1cc(CN2CCN(c3ncccn3)CC2)c(-c2cccc(Cl)c2)n1	-0.1	1.1	5	0.7	-28	1	5	8
CCC(C)NC(=O)CSc1nnc(-c2c[nH]c3ccccc23)o1 (stereo not given)	0.0	.	.	0.0	-16	-1	-5	-1
c1ccc2[nH]c(NN=C3CCCCCC3)nc2c1	0.0	0.2	.	.	10	5	-16	-2
CCC(=O)N1CCN=C1SCc1cccc(C(F)(F)F)c1	0.3	0.8	-3	.	0	-4	.	5
COc1ccc(NC(=O)CSc2nc(SC)ns2)cc1	0.2	1.6	-30	.	0	.	0	3
Cc1ccc(C(=O)NC(=S)/C=C2\N(C)c3ccccc3C2(C)C)cc1	-0.1	-1.0	.	15	-38	0	-23	-3
C[C@@H]1CN([C@H](C)CO)C(=O)c2cc(NC(=O)Nc3ccc(C(F)(F)F)cc3)ccc2O[C@H]1CN(C)Cc1ccccc1	0.4	7.9	-1	0.5	-8	0	5	5
CCc1ccccc1N(CC(=O)NC1CCCCC1)C(=O)CCCC(=O)Nc1ccccn1	0.1	-1.7	1	.	-15	0	3	20
C[C@@H]1CN([C@H](C)CO)C(=O)c2cc(NC(=O)Nc3cccc4ccccc34)ccc2O[C@H]1CN(C)Cc1ccccc1	-0.6	2.7	16	0.1	-1	1	-12	5
CCCCn1nnnc1C1(C)CCC(=O)N1Cc1ccc(C)cc1 (stereo not given)	0.1	3.3	.	-4.0	-16	0	9	-6
CCN(CC)CCCNc1ccc2ncn3c4ccc(O)cc4c(=O)c1c23	4.1	20*	.	-0.1	i	30	-10	-2
Cc1ccc(N2C(=O)CCC(C(=O)O)C2c2cccs2)cc1 (stereo not given)	0.0	-0.2	-22	.	-4	0	21	-2
O=C(CN1CCOCC1)Nc1ccccc1Sc1ccccc1	0.0	3.1	.	0.1	2	1	3	.
Cc1[nH]c2ccccc2c1CC(=O)Nc1ccc(Nc2cccnc2)c(-c2ccc(C(C)(C)C)cc2)c1	-0.1	-4.6	.	0.2	-13	-2	.	?
Cc1noc(C)c1NC(=O)N(C)C[C@H]1OCCCC[C@H](C)Oc2ccc(NS(=O)(=O)c3cccs3)cc2C(=O)N([C@@H](C)CO)C[C@H]1C	-0.4	-1.9	9	1.9	-23	-1	6	-5
O=C(NCCc1ccccc1F)C1CC(=O)N(c2cccc(C(F)(F)F)c2)C1 (stereo not given)	0.0	-0.4	-14	-0.3	-16	3	-8	-7
O=C(N[C@H]1CC[C@H](CCNC(=O)c2ccccc2F)O[C@@H]1CO)c1cnccn1	2.2	2.8	-8	0.5	9	1	3	?
CCN(CC)CCNC(=O)c1ccc(NC(=O)Cc2ccsc2)cc1	0.0	0.6	-11	0.3	-17	-7	3	-2
CC(C)Cc1ccc(CN2CCCC(NC(=O)c3cnc4ccccn4c3=O)C2)cc1 (stereo not given)	0.2	-1.7	7	-0.3	-12	1	-28	-4
COc1ccc(CNC(=O)C/C(C)=N/NC(=O)C23CC4CC(CC(C4)C2)C3)cc1	0.3	0.6	-2	.	-12	-1	-29	14
C=CCC(CC)C(=O)NC(=O)N1CCCc2ccccc21 (stereo not given)	0.0	2.2	7	1.8	-5	0	-5	-1
Cc1ccc(COC(=O)c2nn(C)c(=O)c3ccccc23)cc1	0.1	3.3	.	-0.7	-3	3	-22	4
CCCCC1=CC2=C(c3ccco3)C(=O)C(C)(OC(=O)c3ccc(OC)cc3)C(=O)C2=CN1CCCN(CC)CC (stereo not given)	0.1	0.6	-11	0.0	-51	6	14	.

Shown with bars between the fields: three of the compounds above.
smiles | XiGFP reactiv | F508del corr | RAD54 inh | E-selectin induc | RAD52 inh | CASP6 VEID inh | GSIS activator | DENV2 CPE
O=[N+]([O-])c1ccc2c(c1)OCCOCCOCCOCCOCCOCCO2 | 0.0 | -5.1 | . | 0.1 | -12 | . | -2 | 1
COc1cc(OC)nc(Oc2ccccc2C(=O)Oc2ccc(F)cc2Cl)n1 | . | -2.3 | 5 | . | -6 | 2 | 9 | 1
COc1ccc(N2C(=O)c3ccccc3NC2c2ccccc2O)cc1 (stereo not given) | 0.3 | -1.0 | 7 | -1.7 | -8 | -2 | 3 | -9

(continued)
SMILES	XiGFP reactiv	F508del corr	RAD54 inh	E-selectin induc	RAD52 inh	CASP6 VEID inh	GSIS activator	DENV2 CPE
O=c1[nH]nc(SCCS(=O)(=O)c2ccc(F)cc2)n1-c1ccc2c(c1)OCCO2	0.0	-0.2	8	-0.1	3	13	15	-6
CC(C)(C)c1ccc(S(=O)(=O)N2CCN(CC(O)CN3CCOCC3)CC2)cc1 (stereo not given)	0.3	0.4	-1	0.7	-7	-1	6	-2
COc1cc(C)c(S(=O)(=O)N2CCCC2)cc1C(C)C	0.0	0.1	.	.	1	0	2	14
COc1ccc(Nc2c(CCc3ccccc3)nc3nc(C)cc(C)n23)cc1	0.2	1.6	.	-0.1	-13	3	1	2
Cc1noc(C)c1C(=O)N(CC(C)C)c1nc2ccccc2s1	0.0	-0.7	-5	-0.6	-2	-1	-23	-7
COC(=O)c1ccc(N2CCN(C)CC2)c(NC(=O)COc2ccc(C)cc2)c1	0.2	-0.3	2	-0.8	-14	-3	2	-2
C[C@H](CO)N1C[C@H](C)[C@@H](CN(C)S(=O)(=O)c2ccc(F)cc2)Oc2ccc(NS(C)(=O)=O)cc2C1=O	-0.1	3.3	1	.	-10	2	1	16
O=C(CN1CCCCC1)Nc1ccccc1Oc1ccccc1	0.3	0.0	.	-0.1	-8	1	-12	-4
CC(C)Nc1nc(NC2CCCC2)nc(N2CCOCC2)n1	0.5	1.8	-3	-0.4	1	2	28	?
COC(=O)[C@]12CCCCC=C1N(Cc1cccc3ccccc13)C(=O)[C@H](CC(=O)N1CCOCC1)C2	-0.1	0.5	.	0.0	-3	1	2	99*
COc1ccc(C2c3c(ncn(Cc4ccco4)c3=N)Oc3ccc4ccccc4c32)cc1 (stereo not given)	0.0	0.3	-5	2.3	-25	6	.	-7
Cc1ccc(NC(=O)CCc2c(C)[nH]c(=O)c(C#N)c2C)cc1	-0.1	2.0	.	-0.1	-62	-1	10	6
Cc1ccc2c(c1)[C@@H]1CN(C)CC[C@@H]1N2S(=O)(=O)c1ccc([N+](=O)[O-])cc1	.	-5.8	-5	.	4	-5	-11	.
O=C(Nc1cccc(Cl)c1Cl)c1ccccc1OCC(=O)N1CCOCC1	-0.2	1.0	9	0.0	-4	-6	36	12
C[C@H](CO)N1C[C@H](C)[C@H](CN(C)C(=O)Nc2ccc3c(c2)OCO3)Oc2ccc(NS(=O)(=O)c3ccc(Cl)cc3)cc2CC1=O	0.0	-1.3	.	0.2	.	.	6	.
CC(C)c1ccc(NC(=O)C2(C)Cc3c(-c4ccc(C(N)=O)cc4)ccnc3O2)cc1 (stereo not given)	-0.1	-1.3	-9	0.2	2	1	.	-7

Assay outcomes from PubChem.
